KDM4C inh – KDM4C (human) demethylase inhibition. Q9H3R0. GST-KDM4C 2-372, H3K9me3 peptide, LANCE TR-FRET. inhibition, % at 12.5 µM. 96,000 tested, 0.15% active. AID 720574;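 active = mean replicate inhibition above about 25%, with at least 55% of replicates also reaching it, limit read from the data, passing the limit was not always enough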
Target sequence (Q9H3R0 2-372 limits assumed): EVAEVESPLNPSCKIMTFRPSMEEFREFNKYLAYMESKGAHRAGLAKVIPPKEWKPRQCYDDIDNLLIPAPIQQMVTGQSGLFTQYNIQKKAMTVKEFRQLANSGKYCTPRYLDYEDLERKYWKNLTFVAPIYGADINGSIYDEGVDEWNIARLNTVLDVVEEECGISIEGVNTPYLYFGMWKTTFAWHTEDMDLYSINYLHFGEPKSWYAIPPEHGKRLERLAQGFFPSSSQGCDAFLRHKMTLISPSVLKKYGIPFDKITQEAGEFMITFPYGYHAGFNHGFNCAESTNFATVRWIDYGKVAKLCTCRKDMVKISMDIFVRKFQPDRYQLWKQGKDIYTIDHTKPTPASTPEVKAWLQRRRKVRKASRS
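Test system – GST-tagged GASC-1 (JMJD2C) catalytic fragment, aa 2-372 · Medium – HEPES buffer, pH 7.5, plus ascorbate · Reagent – H3K9me3 peptide with Fe(II)/2OG · Compound – one test concentration per compound · Timing – 30 min reaction, 60 min detection, RT · Technique – TR-FRET with Eu antibody and ULight streptavidin, EDTA stop · Read-out basis – inhibition from TR-FRET ratio decrease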
C diff growth – inhibitors of Clostridium difficile growth; Clostridium difficile clinical isolate growth, OD600, 24 h; active compounds read low; growth activity, negative = inhibition, % at 16 µg/mL (by protocol); 86,000 tested, 0.25% active; AID 1259249;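 active = mean growth activity at or below -80% and every replicate also at or below -80%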;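 note: 0% = DMSO wells and -100% = levofloxacin 16 µg/mL wells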
Pf Dd2 inh – P. falciparum Dd2 growth inhibition; 94,000 tested, 2.3% active; activity change, % at 10 µM; AID 1159554; SYBR Green, 72 h; active compounds read low; in the data active = activity change below about -80%
Tcruzi prolif – blocks T. cruzi growth in NIH3T3 culture; T. cruzi beta-gal in NIH3T3, GalScreen luminescence, 90 h; inhibition, % at 8.34 µM; 77,000 tested, 5.9% active;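 active = mean inhibition above about 93%, with at least 55% of replicates each passing it, limit read from the data, passing the limit was not always enough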
Active calls of the source: *; . = not tested or not shown; & = joins results of further samples.

SMILES	KDM4C inh	C diff growth	Pf Dd2 inh	Tcruzi prolif
C[C@@H]1CCCCO[C@H](CN(C)C(=O)Nc2ccc(F)cc2)[C@H](C)CN([C@H](C)CO)C(=O)c2cc(NS(=O)(=O)c3cccs3)ccc2O1	-1.0	4	-86*	79
COc1ccc(NC(=O)N(C)C[C@@H]2OCCCC[C@H](C)Oc3ccc(NC(=O)Cc4ccccc4)cc3C(=O)N([C@H](C)CO)C[C@@H]2C)cc1	0.4	-2	-21	20
C[C@H](CO)N1C[C@H](C)[C@@H](CN(C)CC2CC2)Oc2ccc(NS(=O)(=O)c3ccccc3)cc2C1=O	-0.3	-5	21	4
CCCNC(=O)N1C[C@@H](O)COC[C@@H]2O[C@@H](CC(=O)N[C@@H]3CCN(Cc4ccccc4)C3)CC[C@H]21	-1.4	-1&-4	.	27
CC(C)C#Cc1ccc([C@H]2[C@@H](CO)N3C(=O)CN(C(=O)c4ccc5c(c4)OCO5)C[C@@H]23)cc1	-0.5	11	10	.
Cc1noc(C)c1NC(=O)N(C)C[C@H]1Oc2ccc(NC(=O)c3ccncc3)cc2C(=O)N([C@H](C)CO)C[C@H]1C	-0.8	9	18	-34
C[C@H](CO)N1C[C@H](C)[C@H](CN(C)C(=O)Nc2cccc3ccccc23)OCCCC[C@H](C)Oc2ccc(NC(=O)CCCN(C)C)cc2C1=O	13	-2	-68	39
C[C@@H]1CN([C@H](C)CO)C(=O)Cc2cc(NS(=O)(=O)c3ccc(F)cc3)ccc2O[C@H]1CN(C)Cc1ccccc1	1.0	-9	7	97*
CN(C)CC(=O)N1[C@H](CO)[C@H](c2ccc(C#CC3CCCC3)cc2)[C@@H]1C#N	2.4	6	-41	96*
O=C(C1CCCC1)N1CC[C@@H]2[C@@H](CO)Nc3ccc(-c4cccc(F)c4)cc3[C@@H]21	2.3	66	-38	.
C[C@@H]1CCCCO[C@H](CN(C)C(=O)Nc2cccc3ccccc23)[C@@H](C)CN([C@H](C)CO)C(=O)c2cc(NC(=O)Cc3ccccc3)ccc2O1	-1.5	6	-39	23
COC(=O)C[C@@H]1CC[C@H]2[C@@H](COc3ccc(NS(=O)(=O)c4ccccc4F)cc3C(=O)N2C)O1	-1.1	-1	5	40
CCNC(=O)C[C@H]1CC[C@@H]2[C@H](COc3ccc(NC(=O)c4ccccc4)cc3C(=O)N2C)O1	1.1	0	-6	-27
O=C(c1ccc2c(c1)OCO2)N1CC2(C1)[C@H](c1ccccc1)[C@H](CO)N2C(=O)C1CC1	-1.7	3	15	.
C[C@H]1CN([C@@H](C)CO)C(=O)c2cc(NS(=O)(=O)c3cn(C)cn3)ccc2O[C@H]1CN(C)S(=O)(=O)c1cn(C)cn1	1.4	.	23	7
C[C@@H]1CN([C@H](C)CO)C(=O)c2cc(NC(=O)Nc3cccc4ccccc34)ccc2O[C@@H]1CN(C)S(=O)(=O)c1cn(C)cn1	-1.7	.	8	-14
Cc1noc(C)c1S(=O)(=O)N(C)C[C@@H]1Oc2ccc(NC(=O)Nc3ccccc3)cc2CC(=O)N([C@H](C)CO)C[C@H]1C	4.4	.	-27	21
CC(C)NC(=O)N1CCCCN2[C@@H](CO)[C@H](c3ccc(C#Cc4ccccc4)cc3)[C@@H]2C1	-0.9	26	-23	106*
COc1ccc(S(=O)(=O)N(C)C[C@H]2Oc3ccc(NS(C)(=O)=O)cc3C(=O)N([C@@H](C)CO)C[C@H]2C)cc1	-0.9	-1	5	-9
COc1ccc(-c2cnc3c(c2)C(=O)N([C@@H](C)CO)C[C@H](C)[C@H](CN(C)C(=O)Cc2ccncc2)O3)cc1	-0.5	-1	-29	9
Cc1noc(C)c1S(=O)(=O)N(C)C[C@@H]1Oc2c(NC(=O)c3nc4ccccc4s3)cccc2C(=O)N([C@H](C)CO)C[C@@H]1C	-0.3	.	-35	36
C[C@@H]1CCCCO[C@@H](CN(C)C(=O)Cc2ccccc2)[C@H](C)CN([C@@H](C)CO)C(=O)c2cc(NS(=O)(=O)c3ccc(F)cc3)ccc2O1	-0.3	-2	-20	43
CN(C)CC#Cc1ccc([C@@H]2[C@H]3CN(C(=O)Nc4ccccc4F)CCCCN3[C@H]2CO)cc1	2.2	3	8	68
CCC(=O)N(C)C[C@@H]1Oc2ncc(-c3ccc(C#N)cc3)cc2C(=O)N([C@@H](C)CO)C[C@@H]1C	-1.8	2	7	53
C[C@H](CO)N1C[C@H](C)[C@@H](CN(C)C(=O)CC2CC2)Oc2cc(-c3ccccc3)ccc2S1(=O)=O	-1.2	2	-12	99
SMILES	KDM4C inh	C diff growth	Pf Dd2 inh	Tcruzi prolif
C[C@@H]1CN([C@H](C)CO)C(=O)Cc2cc(NC(=O)c3ccncc3)ccc2O[C@@H]1CN(C)S(=O)(=O)c1ccc(Cl)cc1	-0.8	14	6	1
C[C@H](CO)N1C[C@H](C)[C@H](CN(C)C(=O)Nc2ccccc2)Oc2c(NS(=O)(=O)c3ccc(F)cc3)cccc2C1=O	3.8	-4	-14	28
O=C(CCN1CCCCC1)N[C@@H]1CC[C@@H](CCNS(=O)(=O)c2ccc(Cl)cc2)O[C@@H]1CO	0.9	0	-8	-19
O=C(Nc1ccccc1F)N1C[C@@H]2[C@H](c3ccccc31)[C@H](CO)N2C(=O)Cc1cccnc1	-0.3	-4	9	8
COc1cccc(-c2ccc3c(c2)[C@H]2[C@H](CCN2C(=O)c2ccccn2)[C@H](CO)N3)c1	-0.7	-23	-19	33
O=C(C[C@@H]1CC[C@@H]2[C@H](COC[C@@H](O)CN2C(=O)c2ccccc2F)O1)NCc1ccc(-c2ccccc2)cc1	0.5	3&0	-86*	.
O=C(Nc1cccc(F)c1)N1C[C@@H]2[C@H](c3ccccc31)[C@H](CO)N2C(=O)C1CCOCC1	-1.8	-4	-2	-29
C[C@H]1CN([C@@H](C)CO)C(=O)c2ccccc2-c2ccccc2CO[C@H]1CN(C)C(=O)[C@H](Cc1ccccc1)N(C)C	-2.1	-4	-13	-28
O=C(C[C@H]1CC[C@@H]2[C@H](COC[C@@H](O)CN2Cc2ccc(Oc3ccccc3)cc2)O1)Nc1nccs1	2.8	79&15	-56	73
CN(C)CC(=O)N1[C@@H](C#N)[C@H](c2ccc(C#CC3CCCC3)cc2)[C@@H]1CO	0.5	-1	-14	31
C[C@@H]1CN([C@H](C)CO)C(=O)c2cccc(NC(=O)Nc3ccc(C(F)(F)F)cc3)c2O[C@H]1CN(C)CC1CC1	-0.5	6	-2	25
C[C@@H]1CN([C@H](C)CO)C(=O)c2cccc(NS(=O)(=O)c3cccs3)c2O[C@@H]1CN(C)Cc1ccc(-c2ccccc2)cc1	-2.5	-5	-8	65
CO[C@@H]1CN(C)C(=O)c2cc(NS(=O)(=O)Cc3ccccc3)ccc2OC[C@@H](C)N(Cc2cccnc2)C[C@H]1C	1.4	.	-7	87
C[C@@H]1CCCCO[C@@H](CN(C)Cc2ccc(Cl)c(Cl)c2)[C@@H](C)CN([C@@H](C)CO)C(=O)c2cc(NS(=O)(=O)c3ccc(Cl)cc3)ccc2O1	-0.4	2	-46	.
COc1ccc2c3c([nH]c2c1)[C@@H](CO)N(C(=O)C1CC1)CC31CN(Cc2nccs2)C1	0.9	-6	-25	.
C[C@@H]1CCCCO[C@H](CN(C)C(=O)Nc2ccccc2)[C@H](C)CN([C@@H](C)CO)C(=O)c2cc(NC(=O)Nc3ccc(C(F)(F)F)cc3)ccc2O1	-1.2	7	-39	.
C[C@H](CO)N1C[C@H](C)[C@H](CN(C)S(C)(=O)=O)Oc2c(NC(=O)c3cnccn3)cccc2C1=O	-1.9	2	20	-38
C[C@@H]1CCCCO[C@@H](CN(C)C(=O)Cc2ccccc2)[C@@H](C)CN([C@@H](C)CO)C(=O)c2cc(NC(=O)NC3CCCCC3)ccc2O1	-0.4	-2	-64	-20
C[C@H](CO)N1C[C@H](C)[C@@H](CN(C)C(=O)Nc2ccc3c(c2)OCO3)Oc2c(NC(=O)Nc3ccc(C(F)(F)F)cc3)cccc2C1=O	.	30	10	.
COc1ccccc1C#Cc1ccc([C@H]2[C@H](CO)N3CCCCN(C(=O)C4CC4)C[C@@H]23)cc1	.	-2	-19	106*
Cc1ccc(S(=O)(=O)Nc2cccc3c2O[C@H](CN(C)C(=O)Nc2ccccc2)[C@@H](C)CN([C@H](C)CO)C3=O)cc1	1.1	-2	14	54
O=C(Cc1ccccn1)N[C@@H]1CC[C@@H](CCNS(=O)(=O)c2cccc(F)c2)O[C@H]1CO	8.0	.	-53	49
C[C@@H]1CN([C@@H](C)CO)C(=O)c2cc(/C=C/c3ccccc3)cnc2O[C@H]1CN(C)C(=O)c1ccc(F)cc1	0.3	-5	-15	.
O=C(N[C@@H]1CC[C@@H](CCn2cc(C3(O)CCCC3)nn2)O[C@@H]1CO)c1ccccc1F	-0.4	.	1	-62
CC(C)NC(=O)Nc1ccc2c(c1)C(=O)N([C@@H](C)CO)C[C@@H](C)[C@H](CN(C)C(=O)Nc1ccc(F)cc1)OCCCC[C@H](C)O2	1.2	7	11	10

Entries above with a cyano group:
SMILES	KDM4C inh	C diff growth	Pf Dd2 inh	Tcruzi prolif
CN(C)CC(=O)N1[C@H](CO)[C@H](c2ccc(C#CC3CCCC3)cc2)[C@@H]1C#N	2.4	6	-41	96*
CCC(=O)N(C)C[C@@H]1Oc2ncc(-c3ccc(C#N)cc3)cc2C(=O)N([C@@H](C)CO)C[C@@H]1C	-1.8	2	7	53
CN(C)CC(=O)N1[C@@H](C#N)[C@H](c2ccc(C#CC3CCCC3)cc2)[C@@H]1CO	0.5	-1	-14	31

Pulled by structure from above:
SMILES	KDM4C inh	C diff growth	Pf Dd2 inh	Tcruzi prolif
C[C@@H]1CCCCO[C@H](CN(C)C(=O)Nc2ccccc2)[C@H](C)CN([C@@H](C)CO)C(=O)c2cc(NC(=O)Nc3ccc(C(F)(F)F)cc3)ccc2O1	-1.2	7	-39	.
O=C(Nc1ccccc1F)N1C[C@@H]2[C@H](c3ccccc31)[C@H](CO)N2C(=O)Cc1cccnc1	-0.3	-4	9	8

New compounds follow.
SMILES	KDM4C inh	C diff growth	Pf Dd2 inh	Tcruzi prolif
CN1C(=O)c2cc(NC(=O)C3CCC3)ccc2OC[C@H]2O[C@@H](CC(=O)NCC3CCCCC3)CC[C@H]21	0.2	8	-25	.
C[C@H](CO)N1C[C@H](C)[C@@H](CN(C)C(=O)Cc2ccccc2)OCCCC[C@H](C)Oc2ccc(NS(=O)(=O)c3ccc(Cl)cc3)cc2C1=O	-0.6	3	34	85
C[C@@H](O)C#Cc1ccc2c(c1)O[C@H](CN(C)Cc1ccncc1)[C@@H](C)CN([C@@H](C)CO)S2(=O)=O	6.3	0	-32	77
COc1ccc(-c2ccc3c(c2)O[C@H](CN(C)CC2CCOCC2)[C@@H](C)CN([C@H](C)CO)S3(=O)=O)cc1	-1.0	-15	-19	54
COc1ccc2c3c(n(C)c2c1)[C@@H](CO)N(S(C)(=O)=O)CC31CCN(Cc2cncnc2)CC1	-0.5	-40	-29	.
Cc1ccc(S(=O)(=O)N[C@H]2CC[C@@H](CC(=O)NCCc3ccncc3)O[C@H]2CO)cc1	-2.5	-3	-6	15
COc1ccc(NC(=O)N(C)C[C@H]2Oc3ccc(NS(=O)(=O)c4cn(C)cn4)cc3C(=O)N([C@H](C)CO)C[C@H]2C)cc1	0.0	-5	44	65
C[C@H](CO)N1C[C@H](C)[C@@H](CN(C)S(=O)(=O)c2ccccc2)OCCCC[C@H](C)Oc2ccc(NS(C)(=O)=O)cc2C1=O	1.1	0	-40	29
C[C@H](CO)N1C[C@H](C)[C@H](CN(C)CC2CC2)Oc2c(NC(=O)c3ccncc3)cccc2C1=O	2.4	7	20	-4
N#C[C@@H]1[C@H](c2ccc(-c3cccnc3)cc2)[C@H](CO)N1C(=O)C1CCC1	1.8	0	5	42
C[C@H](CO)N1C[C@H](C)[C@@H](CN(C)CC2CCCC2)Oc2ncc(C#CCc3ccccc3)cc2C1=O	0.1	9	-87*	97*
O=C(C[C@H]1C[C@@H]2c3cc(NS(=O)(=O)c4ccc(F)cc4)ccc3O[C@@H]2[C@@H](CO)O1)NCC1CC1	-0.8	-4	-12	-6
CCC(=O)Nc1ccc2c(c1)C(=O)N(C)[C@H]1CC[C@H](CC(=O)Nc3cccc(F)c3)O[C@@H]1CO2	1.9	1	3	18
CO[C@H](CN(C)C(=O)C1CCOCC1)[C@@H](C)CN(C(=O)Nc1ccc(C(F)(F)F)cc1)[C@@H](C)CO	-0.9	.	4	56
COc1ccc2c3c([nH]c2c1)[C@H](CO)N(C(=O)NC1CCCC1)CC31CCN(C(=O)Nc2cccc(F)c2)CC1	0.2	-10	-35	.
Cc1noc(C)c1S(=O)(=O)Nc1ccc2c(c1)CC(=O)N([C@H](C)CO)C[C@@H](C)[C@H](CN(C)Cc1ccc(Cl)c(Cl)c1)O2	-1.0	88	0	67

Whole records, quoted from the list:
COc1ccc(NC(=O)N(C)C[C@H]2Oc3ccc(NS(=O)(=O)c4cn(C)cn4)cc3C(=O)N([C@H](C)CO)C[C@H]2C)cc1 in the list: KDM4C inh = 0.0; C diff growth = -5; Pf Dd2 inh = 44; Tcruzi prolif = 65
COc1ccc(-c2ccc3c(c2)O[C@H](CN(C)CC2CCOCC2)[C@@H](C)CN([C@H](C)CO)S3(=O)=O)cc1 in the list: KDM4C inh = -1.0; C diff growth = -15; Pf Dd2 inh = -19; Tcruzi prolif = 54

High-throughput results (PubChem BioAssay)
